# rad50: NCI yeast anticancer drug screen, S. cerevisiae rad50 strain. 79,000 tested, 10% active. growth inhibition, % at 50 µM;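 further: 0% = growth of vehicle-only cultures of the same strain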
#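 Genetically altered yeast (DNA repair pathway); compound treatment; growth inhibition vs vehicle ctrl.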
# mlh1 rad18: NCI yeast anticancer drug screen, S. cerevisiae mlh1 rad18 strain. growth inhibition, % at 50 µM. 79,000 tested, 11% active. AID 175;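 further: 0% = growth of vehicle-only cultures of the same strain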
#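 Read-out is yeast growth inhibition, calculated against vehicle-only controls. The compound was applied to a strain engineered with DNA damage repair alterations.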
# sgs1 mgt1: NCI yeast anticancer drug screen, S. cerevisiae sgs1 mgt1 strain. % growth inhibition at 50 µM. 78,000 tested, 10% active. AID 161;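 further: 0% = growth of vehicle-only cultures of the same strain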
#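 Growth of a repair-deficient yeast mutant was monitored after compound treatment and expressed as inhibition relative to vehicle-treated cultures.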
# mec2-1: NCI yeast anticancer drug screen, S. cerevisiae mec2-1 strain; % growth inhibition at 50 µM; AID 157; 79,000 tested, 9% active;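 further: 0% = growth of vehicle-only cultures of the same strain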
#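 Growth inhibition is read against vehicle-treated controls after compound exposure of the mec2-1 yeast strain, which is defective in DNA damage repair or cell cycle control.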
# yeast bub3: NCI yeast anticancer drug screen, S. cerevisiae bub3 mutant strain. growth inhibition, % at 50 µM. 78,000 tested, 9.9% active. AID 167;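 further: 0% = growth of vehicle-only cultures of the same strain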
#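 Whole-cell yeast assay. The mutant strain was incubated with compounds, and growth inhibition was determined by comparison with vehicle-treated cells.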
# yeast cln2 rad14: NCI yeast anticancer drug screen, S. cerevisiae cln2 rad14 strain; % growth inhibition at 50 µM; 78,000 tested, 8.3% active;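 further: 0% = growth of vehicle-only cultures of the same strain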
#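 Growth inhibition, relative to vehicle-treated controls, is the read-out. The test organism is a yeast strain with defined genetic alterations, cln2 rad14.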
# Starred values were filed as active, the others as inactive; & = joins results of further samples. No stated cut-off is given here; in the data, active means growth inhibition above about 70%; inactive means the rest. Not a hit list. Share with any hit: about 13%.
1. COc1cccc2c1[C@H]1CO[C@H]3C4C[C@H](C(=O)O)C([C@@H](C2)N13)N4C (stereo partly drawn)
2. CNCCCCCOC
3. CCCNCC(O)/C=C/[Si](C)(C)C (stereo not drawn) (tested in a mixture with another compound)
4. O=C1c2cccc3c(Br)ccc(c23)C(=O)N1CCCN1CCOCC1
5. CN(NC(=O)/C(=C/c1ccc(Cl)cc1)NC(=O)c1ccccc1)c1cn[nH]c(=O)c1Cl
compound no.,1,2,3,4,5
rad50,3,-7,13,63,56
mlh1 rad18,-2,-7,17,60,64
sgs1 mgt1,8,2,17,80*,44
mec2-1,4,-4,15,78*,31
yeast bub3,-5,11,-1,93*,45
yeast cln2 rad14,-12,4,7,87*,33

6. [O-][N+]1=C(/C=C/C=C/c2ccccc2)CCC1
7. O=c1[nH]c2[nH]cnc(=S)c2[nH]1
8. CC(=O)OCC(OC(C)=O)C1OC(OC(C)=O)C(OC(C)=O)C1OC(C)=O (stereo not drawn)
9. CCOc1ccc(NC(=O)/C(Cc2nc3ccccc3[nH]c2=O)=N\O)cc1
10. COc1cc(C)n2nnnc2n1
compound no.,6,7,8,9,10
rad50,19,3,8,22,10
mlh1 rad18,22,-1,4,-5,-9
sgs1 mgt1,21,-4,6,-16,0
mec2-1,-1,-9,-8,-5,-6
yeast bub3,13,-12,38,4,1
yeast cln2 rad14,16,-22,-20,16,-16

11. O=c1[nH]c(=S)c(SCc2ccccc2)nn1C1OC(CO)C(O)C1O (stereo not drawn)
12. O=C(O)CC(=O)CC(=O)c1ccccc1
13. CCCC(=O)Oc1ccc(Br)cc1
14. S=C(Nc1ccccc1)Nc1nc(-c2ccccc2)c(N=Nc2ccc(Cl)cc2)s1
15. O=Cc1ccccc1Br
compound no.,11,12,13,14,15
rad50,24,-15,7,43,-2
mlh1 rad18,-2,-7,21,9,7
sgs1 mgt1,7,-23,-5,22,-4
mec2-1,7,-18,-22,3,-17
yeast bub3,-1,-2,-18,-1,-5
yeast cln2 rad14,20,-31,13,19,-11

16. C=CCc1ccc(OC(=O)Nc2cccc(OC)c2)c(OC)c1
17. c1ccc2[nH]c(CCc3nc4ccccc4[nH]3)nc2c1
18. CC1(C)C(=O)C(=Cc2ccco2)C1=O
19. CCOC(=O)COc1cc2c(cc1C(CC)c1ccccc1)OCO2 (stereo not drawn)
20. CCOC(=O)/C(F)=C/c1ccc([N+](=O)[O-])cc1
compound no.,16,17,18,19,20
rad50,75*,-10,-19,-8,42
mlh1 rad18,69,-2,13,3,70
sgs1 mgt1,74*,12,-23,-3,60
mec2-1,87*,16,1,-1,27
yeast bub3,54,-12,-14,9,21
yeast cln2 rad14,-7,-28,3,6,16

21. Cc1ccc(S(=O)(=O)N2CCN(S(=O)(=O)c3ccc(C)cc3)COC2)cc1
22. C/C(=N\NC(=S)N1CCN(C2CCCCCC2)CC1)c1ccccn1
23. O=C(OCc1ccccc1CN1CCCC1)c1ccc(Br)cc1
24. O=C(COCC(=O)N/N=C/c1ccc(Cl)cc1)N/N=C/c1ccc(Cl)cc1
25. c1ccc(-c2cn(-c3ccccc3)nn2)cc1
compound no.,21,22,23,24,25
rad50,-1,50,11,-17,-1
mlh1 rad18,-10,40,-18,-19,1
sgs1 mgt1,-5,26,-10,-17,-14
mec2-1,0,65,-6,-20,-4
yeast bub3,-2,19,20,-4,-29
yeast cln2 rad14,-4,42,-17,7,-23

26. Cc1cc(C)c(NC(=O)NC2CCCCC2)c(C)c1
27. COC(=O)c1cc(C)c2c3ccccc3n(C)c2c1C(=O)OC
28. Oc1c2c(c(O)c3ccccc13)C1(N=N2)c2ccccc2Oc2ccccc21
29. N#Cc1sc2c(c1OC(=O)c1ccc(C(F)(F)F)cc1)c(=O)n(-c1ccccc1)c(=S)n2-c1ccccc1
30. Cc1cc(C)c2cccc-2c(C)c1
compound no.,26,27,28,29,30
rad50,5,20,98*,-12,-12
mlh1 rad18,31,-14,98*,3,-10
sgs1 mgt1,24,-9,99*,1,-12
mec2-1,7,0,99*,1,-11
yeast bub3,34,-10,99*,-6,-5
yeast cln2 rad14,-4,-2,92*,1,-6

31. COc1cc2c(c(OC)c1OC)-c1cccc(=O)cc1C(NC(C)=O)CC2 (stereo not drawn)
32. O=C(Nc1nnc(-c2ccccc2)s1)c1cc(=O)c2cc(Cl)ccc2o1
33. Cn1cnc2nc(N)[nH]c(=O)c21
34. CC(C)SC(CC(O)C(O)COC(=O)c1ccccc1)SC(C)C (stereo not drawn)
35. CC(C)n1c(=O)nc(-c2ccccc2)c2cc3c(cc21)OCO3
compound no.,31,32,33,34,35
rad50,-4,99*,37,-8,27
mlh1 rad18,21,99*,14,18,9
sgs1 mgt1,-3,100*,2,6,51
mec2-1,-14,100*,6,0,19
yeast bub3,-2,99*,-1,-5,48
yeast cln2 rad14,9,99*,-14,-8,7

36. CCOC(=O)c1c(C)c2c(n1C)CCc1cnoc1-2
37. CCn1c(=O)c2[nH]c(Cl)nc2n(CCOC)c1=O
38. CCCCSc1n[nH]c(C2CCC(=O)N2Cc2ccccc2)n1 (stereo not drawn)
39. CC(C)(C)c1cc(Nc2c([N+](=O)[O-])cc([N+](=O)[O-])cc2[N+](=O)[O-])cc(C(C)(C)C)c1O
40. COC1/C=C\OC2(C)Oc3c(C)c(O)c4c(O)c(c(CN(C)C)c(O)c4c3C2=O)NC(=O)/C(C)=C\C=C/C(C)C(O)C(C)C(O)C(C)C(OC(C)=O)C1C (stereo not drawn)
compound no.,36,37,38,39,40
rad50,9,19,-15,-18,51
mlh1 rad18,11,16,-6,0,-6
sgs1 mgt1,11,-2,-1,3,-17
mec2-1,5,11,-19,10,-3
yeast bub3,3,4,-4,-5,-30
yeast cln2 rad14,-6,12,-13,20,28

# Pulled one by one from the list above, three records:
36. CCOC(=O)c1c(C)c2c(n1C)CCc1cnoc1-2
38. CCCCSc1n[nH]c(C2CCC(=O)N2Cc2ccccc2)n1 (stereo not drawn)
37. CCn1c(=O)c2[nH]c(Cl)nc2n(CCOC)c1=O
compound no.,36,38,37
rad50,9,-15,19
mlh1 rad18,11,-6,16
sgs1 mgt1,11,-1,-2
mec2-1,5,-19,11
yeast bub3,3,-4,4
yeast cln2 rad14,-6,-13,12

# Further compounds:
41. O=C(CCCCCCCCC(=O)Nc1ccccc1F)Nc1ccccc1F
42. CCn1c2ccccc2c2c(-c3ccccc3)cc3c(c21)C(=O)N(c1ccccc1)C3=O
43. CC(C)(C)C1CCC2c3c([nH]c4ccccc34)C3C(=O)N(c4ccc5c(c4)C(=O)c4ccccc4C5=O)C(=O)C3C2C1 (stereo not drawn)
44. CS(=O)(=O)OCCN(CCOS(C)(=O)=O)c1ccc(N=Nc2ccccc2C(=O)O)cc1
45. CCCCCN(CCCCC)CC(O)c1ccc2cc3c(nc2c1)CCCC3 (stereo not drawn)
compound no.,41,42,43,44,45
rad50,8,0,-7,28,6
mlh1 rad18,30,-10,24,32,2
sgs1 mgt1,4,3,-11,22,27
mec2-1,7,-9,0,22,10
yeast bub3,-4,-8,-1,19,-7
yeast cln2 rad14,-32,-54,-13,25,5

46. CCCCCOC(=O)C1C(=O)CC(c2ccccc2)C1c1ccccc1 (stereo not drawn)
47. CN1CCCc2cccc(NC(=O)C3CCCNC3=O)c21 (stereo not drawn)
48. CC(=O)O[C@H]1CC[C@@]2(C)[C@@H](CC[C@@H]3[C@@H]2CC(=O)[C@@]2(C)[C@H]3C[C@@H]3CC(C)=CC(=O)[C@@H]32)C1
49. O=C(COc1ccccc1)NS(=O)(=O)c1ccccc1
50. Cc1[nH]c(=O)[nH]c(=O)c1C(=O)O
compound no.,46,47,48,49,50
rad50,92*,-15,48,8,-3
mlh1 rad18,69,10,28,2,8
sgs1 mgt1,56,-2,29,2,8
mec2-1,17,1,-8,19,-8
yeast bub3,46,7,-35,4,9
yeast cln2 rad14,64,-33,-21,-9,19

# In the list so far, these have a tert-butyl group.
39. CC(C)(C)c1cc(Nc2c([N+](=O)[O-])cc([N+](=O)[O-])cc2[N+](=O)[O-])cc(C(C)(C)C)c1O
43. CC(C)(C)C1CCC2c3c([nH]c4ccccc34)C3C(=O)N(c4ccc5c(c4)C(=O)c4ccccc4C5=O)C(=O)C3C2C1 (stereo not drawn)
compound no.,39,43
rad50,-18,-7
mlh1 rad18,0,24
sgs1 mgt1,3,-11
mec2-1,10,0
yeast bub3,-5,-1
yeast cln2 rad14,20,-13

# Following part.
51. CCCC(CC/C(C)=N/NC(N)=O)[N+](=O)[O-] (stereo not drawn)
52. COC(=O)c1c(C(=O)c2ccccc2)nnn1-c1cccc(C(F)(F)F)c1
53. CC(=O)OCC1OC(OC2=C(CC=C(C)C)C(=O)c3ccccc3C2=O)C(OC(C)=O)C(OC(C)=O)C1OC(C)=O (stereo not drawn)
54. CNS(=O)(=O)c1ccc(C)cc1
55. Cc1oc(C)c(-c2ccccc2)c1C(=O)N1CCN(C)CC1
compound no.,51,52,53,54,55
rad50,-20,-14,-7,2,12
mlh1 rad18,8,0,-7,0,13
sgs1 mgt1,0,-19,-17,1,2
mec2-1,-9,-33,4,-6,-3
yeast bub3,5,-29,-13,0,0
yeast cln2 rad14,-10,-4,-15,3,-1

56. Cc1ccc(NC(=O)/C(CC(=O)c2sc(Nc3ccccc3Cl)nc2C)=N\Nc2ccc([N+](=O)[O-])cc2[N+](=O)[O-])c(C)c1
57. O=C(Cc1nc2ccc(Cl)cc2nc1CC(=O)c1ccccc1)c1ccccc1
58. CN(C)CCOC(=O)c1cccc(CCl)c1
59. NC(N)=Nc1ccccc1
60. O=C1O/C(=C(\Cc2ccccc2)c2ccccc2)N(c2ccccc2)C1=O
compound no.,56,57,58,59,60
rad50,-1,95*,16,-14&2,69
mlh1 rad18,-4,96*,8,-30&15,29
sgs1 mgt1,4,62,6,-9&33,23
mec2-1,17,86*,6,8&-4,19
yeast bub3,5,78*,25,7&-11,15
yeast cln2 rad14,-12,67,44,-39&-49,-30

61. CN(C)CC(CN(C)C)C(O)c1ccccc1 (stereo not drawn)
62. O=C(O)CCCCCCCCC(=O)CCl
63. C/C(=C/C=C(c1ccccc1)c1ccccc1)C1CCC2C3CCC4CC5CCC4(C)C3(O5)C(=O)CC12C (stereo not drawn)
64. CC(C)SCC1CO1 (stereo not drawn)
65. Cc1cc(C)c(C(=O)/C=C/C(=O)c2ccccc2)c(C)c1
compound no.,61,62,63,64,65
rad50,2,99*,90*,-20,62
mlh1 rad18,-13,99*,93*,-4,93*
sgs1 mgt1,-6,99*,73*,18,91*
mec2-1,-12,99*,61,4,78*
yeast bub3,-5,100*,93*,-7,96*
yeast cln2 rad14,12,97*,83*,47,47

66. NC(=O)CC(Nc1ncc2c(n1)-c1ccccc1OC2)C(=O)O (stereo not drawn)
67. CCOCCOC(=O)C1CCCC1=O (stereo not drawn)
68. CCOC1Oc2ccccc2-c2nc(SC)ncc21 (stereo not drawn)
69. NC(=O)NC1CC1c1ccccc1 (stereo not drawn)
70. CCc1nc(C)c(CC(N)=O)s1
compound no.,66,67,68,69,70
rad50,38,-5,75*,-7,19
mlh1 rad18,-54,-8,44,-1,9
sgs1 mgt1,-10,-35,37,-3,22
mec2-1,-16,-11,20,4,1
yeast bub3,-46,-11,48,-10,-4
yeast cln2 rad14,10,-10,16,22,-8

# Complete entries, quoted from the list. Screens in order: rad50 | mlh1 rad18 | sgs1 mgt1 | mec2-1 | yeast bub3 | yeast cln2 rad14
# NC(=O)NC1CC1c1ccccc1 (stereo not drawn) across the screens: -7 | -1 | -3 | 4 | -10 | 22
# CCOC1Oc2ccccc2-c2nc(SC)ncc21 (stereo not drawn) across the screens: 75* | 44 | 37 | 20 | 48 | 16

# Next part.
71. CCC(O)C(F)(F)C(F)(F)F (stereo not drawn)
72. CCCCC(Sc1nn(C2OC(COC(=O)c3ccccc3)C(OC(=O)c3ccccc3)C2OC(=O)c2ccccc2)c(=O)[nH]c1=O)C(=O)OCC (stereo not drawn)
73. O=c1c2ccccc2[nH]c2ccc([N+](=O)[O-])cc12
74. COc1cc([N+](=O)[O-])c(OC)cc1C(C)=O
75. Cc1cccc(C)c1NC(=O)C(=O)C(c1ccccc1Cl)S(=O)(=O)Cc1ccccc1Cl (stereo not drawn)
compound no.,71,72,73,74,75
rad50,14,-1,6,16,-6
mlh1 rad18,29,7,4,4,3
sgs1 mgt1,-24,-21,-3,11,11
mec2-1,1,-11,5,18,-7
yeast bub3,-2,-5,9,3,-9
yeast cln2 rad14,18,-33,-9,-33,-29

76. CCCCCCCCCCCCCCCCCC(=O)NCO
77. O=C(CCCC(=O)N/N=C/c1ccc(Cl)c([N+](=O)[O-])c1)N/N=C\c1ccc(Cl)c([N+](=O)[O-])c1
78. CN(C)c1ccc(/[N+]([O-])=N/N2C(=O)c3ccccc3C2=O)cc1
79. CCCCNC(C)(C)CSS(=O)(=O)O
compound no.,76,77,78,79
rad50,43,-19,-25,-13
mlh1 rad18,-1,-19,-26,-15
sgs1 mgt1,-34,-10,-21,-22
mec2-1,-12,2,-24,-23
yeast bub3,10,-1,-23,4
yeast cln2 rad14,-28,-5,-52,-60

# Compound activity as filed in PubChem BioAssay.
